CHT PAM: allosteric activators of human choline transporter CHT; AID 488977; B-score at 10 µM; Q9GZV3; 310,000 tested, 0.49% active; CHT-expressing cells, membrane potential dye, choline EC20; active compounds read high; LV-AA mutant CHT in HEK293 cells;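 active means initial fluorescence not abnormally high and integrated response B-score, plate-corrected, over 3 SD above library mean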
Target sequence (Q9GZV3 whole entry, looked up): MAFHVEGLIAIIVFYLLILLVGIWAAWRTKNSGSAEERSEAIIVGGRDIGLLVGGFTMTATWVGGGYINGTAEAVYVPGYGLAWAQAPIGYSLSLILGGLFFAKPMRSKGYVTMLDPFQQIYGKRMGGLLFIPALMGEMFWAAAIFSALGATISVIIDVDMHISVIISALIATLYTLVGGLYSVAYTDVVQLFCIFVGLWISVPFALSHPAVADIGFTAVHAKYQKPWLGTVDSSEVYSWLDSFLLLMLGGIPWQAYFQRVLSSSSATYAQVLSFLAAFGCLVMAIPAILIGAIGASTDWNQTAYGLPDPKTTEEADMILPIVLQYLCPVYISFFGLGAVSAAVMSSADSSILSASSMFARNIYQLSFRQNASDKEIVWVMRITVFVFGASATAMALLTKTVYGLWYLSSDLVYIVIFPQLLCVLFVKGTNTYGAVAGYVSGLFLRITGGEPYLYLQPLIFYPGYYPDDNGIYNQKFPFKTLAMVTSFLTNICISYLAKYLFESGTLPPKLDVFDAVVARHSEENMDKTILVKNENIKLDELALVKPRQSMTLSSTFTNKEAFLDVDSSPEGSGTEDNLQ
OX1R antag-1: antagonists of human orexin 1 receptor (OX1R). OX1R-expressing cells, FRET antagonist read-out. 330,000 tested, 1.8% active. AID 485270. inhibition, % at 6.6 µM. O43613; in the data active means inhibition mostly above about 38%, no sharp cut-off; inactive means mostly below about 40%;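 further: 0% = agonist challenge alone and 100% = reference antagonist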
Target sequence (O43613 whole entry, looked up): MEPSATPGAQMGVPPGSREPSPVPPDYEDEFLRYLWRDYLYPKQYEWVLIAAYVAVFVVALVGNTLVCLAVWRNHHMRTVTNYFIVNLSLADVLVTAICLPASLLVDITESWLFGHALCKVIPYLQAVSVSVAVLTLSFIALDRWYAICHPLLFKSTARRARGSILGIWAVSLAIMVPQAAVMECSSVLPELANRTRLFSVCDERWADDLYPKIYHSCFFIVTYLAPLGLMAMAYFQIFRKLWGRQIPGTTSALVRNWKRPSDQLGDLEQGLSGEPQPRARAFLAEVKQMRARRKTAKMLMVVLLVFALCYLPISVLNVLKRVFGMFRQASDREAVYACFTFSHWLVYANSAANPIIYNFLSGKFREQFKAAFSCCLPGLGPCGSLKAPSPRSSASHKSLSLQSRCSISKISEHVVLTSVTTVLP
OX1R antag-2: antagonists of human orexin 1 receptor | O43613 | CHO/OX1R cells, Fluo-8 calcium fluorescence, orexin A | inhibition, % at 5 µM | 330,000 tested, 0.43% active | AID 434989;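 active means inhibition above its plate's threshold, mean inhibition of all tested compounds on the plate plus 3 SD, cut at about 37% in these data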;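 further: 0% = orexin A challenge wells and 100% = SB-334867-A antagonist wells; not every result past the cut was called active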
* hit, by the source's call; i = inactive; . = no result given.

Compound	CHT PAM	OX1R antag-1	OX1R antag-2
CC(=O)Nc1nn(C)c2nc(C)cc(C)c12	i	2	-11
O=C(Cn1cnc2c(nnn2Cc2ccc(Cl)cc2)c1=O)NCc1ccco1	i	9	0
CC1Oc2ccccc2N(CC(=O)NCCc2ccccc2)C1=O (centres undefined)	i	10	-23
CCOC(=O)N1CCC(NC(=O)c2ccc(CS(=O)c3ccc(Cl)cc3)o2)CC1 (centres undefined)	i	2	-8
CCn1c(O)c(N=NC(=O)c2cccc(S(=O)(=O)N3CCCCC3)c2)c2ccccc21	i	11	-18
CC(=O)Nc1ccc(NC(=O)CN2C(=O)COc3ccc(S(=O)(=O)N4CCOCC4)cc32)cc1	i	-4	-4
O=C(Nc1ncccc1O)c1cccc(S(=O)(=O)N2CCc3ccccc32)c1	i	27	-4
O=C(NNS(=O)(=O)c1ccc(F)cc1)C1CCN(Cc2cccc(F)c2)CC1	i	4	0
NC(=O)N=Nc1c(O)[nH]c2c(Br)cc(Br)cc12	i	21	-17
O=C1NCCNC1(c1c[nH]c2ccccc12)C(F)(F)F (centres undefined)	i	10	-7
COc1ccc(/C=C/C(=O)O)cc1Cl	i	9	-5
CCCOC(=O)C1[C@H]2C(=O)N(CC3CCCO3)C[C@]23C=C[C@H]1O3 (some centres undefined)	i	11	-11
CN1C(C(=O)Nc2ccc(OC(F)(F)F)cc2)=CC(c2cccs2)=NS1(=O)=O	i	19	6
O=C(NCCC1=CCCCC1)C(=O)NCc1ccccc1	i	21	-8
CC(c1ccccc1)n1c(SCC(=O)Nc2ccccc2)n[nH]c1=O (centres undefined)	i	-4	-12
Nc1nonc1-n1nnc(C(=O)N/N=C/c2cc(Br)cs2)c1-c1ccccc1	i	51*	1
CC(=O)Nc1cccc(Oc2ncnc3scc(-c4ccccc4)c23)c1	i	16	-30
O=C(COC(=O)c1ccc(F)cc1)NCCCc1ccccc1	i	3	-32
Cc1cc(-c2ccccc2)nc(N(C)NC(=O)C(C)(C)C)c1S(C)(=O)=O	i	4	-23
CC/S(=N\S(=O)(=O)c1ccc(C)cc1)c1ccccc1 (centres undefined)	i	11	-4
C/C(Nc1ccccc1)=C(/C#N)C(N)=O	i	5	-11
CCC(C)NC(=O)CSc1nc2scc(-c3ccccc3)c2c(=O)[nH]1 (centres undefined)	i	11	-22
CCCCN(C(=O)CCC(=O)Nc1cc(C)on1)C(C(=O)NC1CCCC1)c1ccccc1OCC (centres undefined)	i	76*	5
CC(=O)Nc1ccc(NC(=O)C(Sc2ccccc2)c2ccccc2)cc1 (centres undefined)	i	13	-27
Cc1ccc(-n2nnc(-c3cccnc3)n2)cc1	i	24	-16
COc1cc2c(c(O)c1OC)-c1c(cc(OC)c(OC)c1OC)C[C@@H](C)[C@@H](C)C2	i	17	-25
CCOc1ccc(NC(=O)CSc2nnc(-c3ccncc3)n2CC2CCCO2)cc1 (centres undefined)	i	13	-19
CCN(CC)CCN1C(=O)C(O)=C(C(C)=O)C1c1ccc(OC)c(OC)c1 (centres undefined)	i	7	-7
COc1cccc(N2CCN(S(=O)(=O)c3ccc4c(c3)NC(=O)CS4)CC2)c1	i	-5	-6
Nc1nc(NCC2CCCO2)nc(Nc2cccc(F)c2)c1[N+](=O)[O-] (centres undefined)	i	16	-29
CCOC(=O)c1ccc(NC(=O)C(=O)NCc2ccncc2)cc1	i	5	5
COc1cc(C#Cc2c(-c3cncn3C)n(C)c3ccc(-c4cc(OC)c(OC)c(OC)c4)cc23)cc(OC)c1	.	11	-18
COc1ccc(C2C(C(=O)c3sc(C)nc3C)=C(O)C(=O)N2CCN(C)C)cc1 (centres undefined)	i	23	-21
CC(C)c1cc(C(F)(F)F)n2nc(C(=O)O)cc2n1	i	14	-10
COc1ccc(CN2CCNC(=O)C2CC(=O)N2CCCN(C(C)=O)CC2)c(OC)c1 (centres undefined)	i	3	-9
CN(CC(=O)NC1CCCCCC1)S(=O)(=O)c1ccc2c(c1)n(C)c(=O)c(=O)n2C	i	15	-4
CC(Sc1sc(=S)sc1SC(C)C(=O)O)C(=O)O (centres undefined)	i	19	7
CN(C)C(CNC(=O)c1ccc2c(c1)S(=O)(=O)c1ccccc1C2=O)c1ccco1 (centres undefined)	i	74*	-26
C/C(=N\OCC(=O)Nn1c(C)nc2ccccc2c1=O)c1ccccc1	i	3	6
CCN(CC)CCCN1C(=O)C(=O)/C(=C(/O)c2ccc(C)cc2)C1c1ccccn1 (centres undefined)	i	76	-24
NC(=O)c1ccccc1NC(=O)c1cc(S(=O)(=O)N2CCCCC2)ccc1N1CCOCC1	.	-3	-2
Cc1cccc(NC(=O)CCS(=O)(=O)c2ccc(Cl)cc2)c1	i	-2	-20
Cc1cc2cc3c(cc2nc1SCc1ccc(C(=O)O)cc1)OCCO3	i	6	10
Cc1ccc(C(=O)Nc2ccc(F)cc2F)o1	i	26	-10
COc1cc(C(=O)O/N=C(\N)c2ccc([N+](=O)[O-])cc2)cc(OC)c1OC	i	14	-9
CC1(C(=O)OCC(=O)NC(=O)NCc2ccccc2)CC1(Cl)Cl (centres undefined)	i	12	-15
O=c1ccc2cc3c([nH]c4ccc(Br)cc43)oc-2c1O	i	33	7
CCCC(=O)Nc1nnc(Sc2ccc(N(C)C)cc2)s1	i	10	-28
O=C(CSc1nccc(=O)[nH]1)Nc1ccc(Br)c(Cl)c1	i	33	-13
O=C1C(=O)N(Cc2cccnc2)C(c2cccc(O)c2)/C1=C(\O)c1ccc2c(c1)OCCO2 (centres undefined)	i	10	-1

Gathered by group, the compounds so far containing a nitro group on carbon (2)
Compound	CHT PAM	OX1R antag-1	OX1R antag-2
Nc1nc(NCC2CCCO2)nc(Nc2cccc(F)c2)c1[N+](=O)[O-] (centres undefined)	i	16	-29
COc1cc(C(=O)O/N=C(\N)c2ccc([N+](=O)[O-])cc2)cc(OC)c1OC	i	14	-9

Further records
Compound	CHT PAM	OX1R antag-1	OX1R antag-2
Cc1cccc(C)c1OCC(O)CN1CCN(c2ccccc2)CC1 (centres undefined)	i	5	-35
Cc1ccc(S(=O)(=O)N2CCC(C(=O)N3CCC[C@H]3C(=O)NCc3ccco3)CC2)cc1	i	4	-14
Clc1ccc(OCc2nn3c(C4CCCCC4)nnc3s2)cc1	i	20	15
NC(=O)/C=C\C(=O)Nc1cccc(C(F)(F)F)c1	i	14	-8
COc1ccc(S(=O)(=O)N(CCc2ccccc2)CC(=O)NCCCO)cc1	i	16	-22
Cc1ccc(C(C(=O)NC(C)(C)C)N(Cc2ccccc2)C(=O)c2snc(C(N)=O)c2N)o1 (centres undefined)	i	22	-29
O=C(OCC(=O)N1CCN(c2ccccc2)CC1)c1cc(Cl)ccc1[N+](=O)[O-]	i	22	-14
Cc1cccc(C(=O)c2cnc3ccccc3c2-c2ccccc2)c1	i	26	-33
COc1ccc(N2CC(C(=O)Nc3cc(C(F)(F)F)ccc3N3CCCC3)CC2=O)c(OC)c1 (centres undefined)	i	5	-22
CCOc1ccc(-c2nc(C#N)c(NCc3ccc4c(c3)OCO4)o2)cc1	i	7	-16
O=C(Nc1ccc(S(=O)(=O)NCCc2ccccc2)cc1)c1ccc(Br)o1	i	9	-18
Cc1ccc(N2C(=O)CC(C)(C)CC2=O)cc1Cl	i	-12	-15
Cc1ccc(S(=O)(=O)NCC(c2ccco2)S(=O)(=O)c2ccccc2)cc1 (centres undefined)	i	17	-23
CC#CC(=O)N1CCCC(C(=O)c2ccc(SC)cc2)C1 (centres undefined)	i	14	-11
O=C(Nc1cccc(S(=O)(=O)N2CCOCC2)c1)c1cc2c(s1)CCC2	i	25	-25
CCCc1nc2sc3ccccc3c(=O)c2c(=O)n1Cc1ccc(OC)cc1	i	8	-26
Cc1ccccc1C(=O)NC(=S)Nc1ccccc1[N+](=O)[O-]	i	23	-4
CC(Oc1ccc(-c2ccccc2)c(F)c1)c1ccn(S(=O)(=O)c2ccc(Cl)cc2)n1 (centres undefined)	i	17	-3
Cc1cc(C)c(S(=O)(=O)N(C)CC(=O)NCc2cccnc2)c(C)c1	i	11	-9
Cc1cc(C(=O)OCC(=O)Nc2cccnc2Cl)c2ccccc2n1	i	14	-23
N#C/C=C/N1CCN(Cc2ccc3c(c2)OCO3)CC1	i	-1	-8
Cc1ccc(CCNC(=O)C2CC(c3cccc(F)c3)=NO2)cc1 (centres undefined)	i	11	-10
COc1ccc(-n2ccn3c(CCC(=O)N4CCN(c5cccc(C)c5C)CC4)nnc3c2=O)cc1	i	10	-8
CSCCC(NC(=O)c1ccc(Cl)cc1Cl)C(=O)OCC(N)=O (centres undefined)	i	0	-13
O=c1[nH]c2ccccc2nc1/C=C(\O)C(F)F	i	11	4
COc1ccccc1NC(=O)C(C)OC(=O)CC1CCCC1 (centres undefined)	i	6	-11
CC(C)Cc1cc(C(=O)N2CCCC(CO)(Cc3ccc(F)cc3F)C2)n[nH]1 (centres undefined)	i	10	-29
O=C(C1CC1)N1CCN=C1SCc1ccccc1Cl	i	6	-3
Cc1cc(NC(=O)CC(C)C)c(=O)n(Cc2cccc(F)c2)c1	i	15	-43
C/C(=N\NC1=NCCN1)c1ccc(Cl)cc1	i	2	5
CCOc1cccc(CNn2cnnc2)c1OCc1ccccc1Cl	i	18	-7
O=[N+]([O-])c1ncn(Cc2ccccc2Cl)n1	i	30	7
O=C(O)CC(c1cccc(Cl)c1)n1cccc1 (centres undefined)	i	6	-7
O=C(CSc1nc2ccccc2nc1SCC(=O)N1CCOCC1)N1CCOCC1	i	12	-20
Cc1nc(C(=O)Nc2ccc(Cl)cc2)sc1C1(C)CC(c2cccc([N+](=O)[O-])c2)=NO1 (centres undefined)	i	5	-8
COc1cccc(N2CCN(C(=S)Nc3ccccc3OC)CC2)c1	i	8	-19
Cc1ccc(OCc2nnc(SCC(=O)Nc3ccc(N4CCOCC4)cc3)o2)cc1	i	9	-1
Cc1cc(/C=N/NC(=O)CC#N)c(C)n1-c1ccc([N+](=O)[O-])cc1	i	23	-10
COc1ccc(-c2cc(C(=O)NN)[nH]n2)cc1	i	8	-3
COc1ccc(NC(=O)CSc2ccc3nnc(-c4ccccn4)n3n2)cc1	i	40	1
C=CCOc1ccc(/C=C2\SC(N3CCCCC3)=NC2=O)cc1	i	12	-23
CC(=O)C1=C(Nc2ccc(C)cc2)CC(C)(O)C(C(C)=O)C1c1ccco1 (centres undefined)	i	18	2
COc1cc(OC)cc(C(=O)N[C@H](C(=O)OCC(=O)c2ccc(C)c([N+](=O)[O-])c2)C(C)C)c1	.	16	-19
O=C(Nc1ccc2c(c1)OCO2)N1CCN(C/C=C/c2ccccc2)CC1	i	10	-20
COc1ccc(N(Cc2cc3cc(C)ccc3[nH]c2=O)C(C)=O)cc1	i	18	-25
CN(C)/C=C(\c1cnc(Cl)s1)S(=O)(=O)c1ccccc1	i	13	2
O=C(Cc1ccccc1Cl)N1CCN(c2ccccn2)CC1	i	18	-9
Cc1ccc(C(C(=O)NC2CCCC2)N(Cc2ccc(F)cc2)C(=O)c2csnn2)o1 (centres undefined)	i	12	-32
Cc1noc2ncnc(Sc3ccc(Cl)cc3)c12	i	25	-11
O=C(CSc1ncccn1)NN=C1CCCCCCC1	i	0	-3

Other entries follow:
Compound	CHT PAM	OX1R antag-1	OX1R antag-2
O=C(CCN1C(=O)/C(=C/c2ccccc2Cl)SC1=S)NC1C=CS(=O)(=O)C1 (centres undefined)	i	13	-29
Cc1cccc(NC(=O)C(C)Sc2nc3ccccc3c(=O)n2CCCN2CCOCC2)c1 (centres undefined)	.	1	-19
CCOc1ccc(C(=O)CCC(=O)Nc2ccc(C)cn2)cc1	i	26	-24
COc1cccc(-c2noc(-c3ccc4c(c3)OCO4)n2)c1	i	3	-1

In the list so far, 15 have an aryl thioether with sulfur outside any ring.
Compound	CHT PAM	OX1R antag-1	OX1R antag-2
CC(c1ccccc1)n1c(SCC(=O)Nc2ccccc2)n[nH]c1=O (centres undefined)	i	-4	-12
CCC(C)NC(=O)CSc1nc2scc(-c3ccccc3)c2c(=O)[nH]1 (centres undefined)	i	11	-22
CC(=O)Nc1ccc(NC(=O)C(Sc2ccccc2)c2ccccc2)cc1 (centres undefined)	i	13	-27
CCOc1ccc(NC(=O)CSc2nnc(-c3ccncc3)n2CC2CCCO2)cc1 (centres undefined)	i	13	-19
CC(Sc1sc(=S)sc1SC(C)C(=O)O)C(=O)O (centres undefined)	i	19	7
Cc1cc2cc3c(cc2nc1SCc1ccc(C(=O)O)cc1)OCCO3	i	6	10
CCCC(=O)Nc1nnc(Sc2ccc(N(C)C)cc2)s1	i	10	-28
O=C(CSc1nccc(=O)[nH]1)Nc1ccc(Br)c(Cl)c1	i	33	-13
CC#CC(=O)N1CCCC(C(=O)c2ccc(SC)cc2)C1 (centres undefined)	i	14	-11
O=C(CSc1nc2ccccc2nc1SCC(=O)N1CCOCC1)N1CCOCC1	i	12	-20
Cc1ccc(OCc2nnc(SCC(=O)Nc3ccc(N4CCOCC4)cc3)o2)cc1	i	9	-1
COc1ccc(NC(=O)CSc2ccc3nnc(-c4ccccn4)n3n2)cc1	i	40	1
Cc1noc2ncnc(Sc3ccc(Cl)cc3)c12	i	25	-11
O=C(CSc1ncccn1)NN=C1CCCCCCC1	i	0	-3
Cc1cccc(NC(=O)C(C)Sc2nc3ccccc3c(=O)n2CCCN2CCOCC2)c1 (centres undefined)	.	1	-19

The order is random; 2.5% or so of the library scored in one or more.
